# NR2E3 ag-1: human photoreceptor-specific nuclear receptor agonism; Q9Y5X4; CHO-S Gal4-NCOR/VP16-NR2E3 two-hybrid, luciferase; inhibition of corepressor binding, % at 3.98 µM; 0.35% of 360,000 active; AID 602229;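 active = inhibition above the mean of all tested compounds plus 3 SD, cut at about 70% in these data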;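 note: 0% = DMSO with NR2E3 transfected cells and 100% = cells lacking NR2E3 construct; higher means lower luciferase signal from less NR2E3 corepressor binding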
# Target sequence (Q9Y5X4 whole entry, looked up, the tested form may be a part): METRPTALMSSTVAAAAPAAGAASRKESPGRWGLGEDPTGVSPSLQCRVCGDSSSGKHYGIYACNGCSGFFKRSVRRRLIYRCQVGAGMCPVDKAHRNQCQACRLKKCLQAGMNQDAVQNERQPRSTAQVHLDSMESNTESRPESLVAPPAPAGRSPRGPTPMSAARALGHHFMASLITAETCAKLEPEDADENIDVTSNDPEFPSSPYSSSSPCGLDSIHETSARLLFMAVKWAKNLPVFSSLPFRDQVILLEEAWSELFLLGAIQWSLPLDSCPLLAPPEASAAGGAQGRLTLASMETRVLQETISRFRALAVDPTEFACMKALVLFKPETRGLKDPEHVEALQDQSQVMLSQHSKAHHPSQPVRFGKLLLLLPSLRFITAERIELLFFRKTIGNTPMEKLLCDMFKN
# TWEAK Fn14 block: inhibitors of TWEAK-Fn14 interaction signaling | AID 1159606 | inhibition, % at 10 µM | 2% of 360,000 active | TWEAK-stimulated Fn14 reporter cells, luciferase luminescence, 8 h; in the data active = inhibition above about 50%
# NR2E3 ag-2: agonists of human nuclear receptor NR2E3; Q9Y5X4; 0.12% of 320,000 active; inhibition of corepressor binding, % at 4.78 µM; AID 2300; GST-NR2E3/biotin-RetCOR TR-FRET, 1536-well;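 active = percent inhibition above the cutoff of mean plus 3 SD of all tested compounds, set per screening campaign, cut at about 20% in these data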;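 note: 0% = DMSO wells and 100% = biotin wells as full block of FRET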
#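 Test system: GST-NR2E3 and biotin-RetCOR proteins | Quantity: 1.35 nM GST-tagged NR2E3 final | Medium: Tris pH 7.5 | Also added: 7 nM biotin-RetCOR | Dosing: Compound at 4.8 µM, single dose | Timing: 5 h at 4 °C | Detection: Time-resolved FRET | Read-out basis: Percent inhibition | Benchmarks: Biotin wells as high control, 0.6% DMSO wells as low control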
# Peg3 promoter: inhibitors of Peg3 promoter; HeLa PEG-Prom luciferase reporter, luminescence, overnight; inhibition, % at 20 µM; 1.7% of 360,000 active; AID 588405;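 active = inhibition of at least 50% at 20 µM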
# Shn3 3UTR inh: reduces Shn3 3'UTR luciferase signal in osteoblasts | Clone20 osteoblast Shn3 3'UTR firefly luciferase, 24 h | inhibition, % at 12.5 µM | 0.52% of 360,000 active;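 active = mean inhibition of at least 75% with every replicate also reaching 75%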;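 note: 0% = median of neutral control wells and 100% = pilot-screen positive control compound; some compounds past the cut are filed as inactive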
# TRPM1 prom inh: reduces MITF-dependent TRPM1 promoter luciferase signal | inhibition, % at 12.5 µM | 0.83% of 330,000 active | AID 488899 | SK-MEL-5 TRPM1 promoter luciferase, 24 h;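 active = mean inhibition across replicates of 60% or more, whatever share of single replicates reaches that level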; note: values of inactives mirror those of a sister screen read the other way
# CF NFkB block: blocks PAF-induced NF-kB reporter in cystic fibrosis cells; 0.86% of 360,000 active; AID 588850; inhibition, % at 5 µM; KKLEB NF-kB-GFP reporter, GFP fluorescence overnight;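 active = at least 50% inhibition at 5 µM, scaled per plate between neutral and stimulator controls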;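 note: PAF is a Pseudomonas aeruginosa culture filtrate used as stimulus; plate controls were PAF-stimulated DMSO wells for no effect and unstimulated DMSO wells for full effect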
# TROY signal inh: inhibitors of TROY-dependent NF-kB signaling | Q293 LMP1-TROYcd NF-kB luciferase reporter, 4 h | 0.98% of 360,000 active | inhibition, % at 10 µM;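 active = compounds whose plate-normalised and pattern-corrected inhibition of the luciferase reporter signal at the single screening dose is 50% or more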
# KKLEB tox: CF airway cell cytotoxicity counter-screen. activity change (cytotoxicity), % at 5 µM. KKLEB CF airway cells viability, ATPlite luminescence, overnight; stronger effect = lower value; cells stimulated with P. aeruginosa culture filtrate. 0.36% of 360,000 active;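 active = corrected activity change at or below -50% at 5 µM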
# HIF-2a inh: inhibitors of HIF-2a | 786-0 RCC cells HIF-2a reporter, luciferase luminescence, overnight | inhibition, % at 18.8 µM | 0.72% of 360,000 active | AID 624352;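 active = inhibition of the luminescence signal of 40% or more relative to plate controls, in a single-dose primary screen at 18.75 µM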
# C8 TRAIL sens: sensitizes caspase-8 expressing cells to TRAIL; inhibition (viability loss, TRAIL sensitization), % at 10 µM; NB7+C8 cells + TRAIL, ATPlite viability luminescence; 1% of 360,000 active;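 active = compounds causing at least 50% loss of cell viability in the single-dose screen, relative to plate controls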
# Numbers without * were called inactive; · = not tested or not shown.
Structure	NR2E3 ag-1	TWEAK Fn14 block	NR2E3 ag-2	Peg3 promoter	Shn3 3UTR inh	TRPM1 prom inh	CF NFkB block	TROY signal inh	KKLEB tox	HIF-2a inh	C8 TRAIL sens
COc1ccc(NC(=O)CC2C(=O)N(c3ccc(F)cc3)C(=S)N2NC(=O)c2ccc(Cl)cc2)cc1 (stereo not drawn)	3	-24	-5	-6	-4	3	-10	-29	0	3	-1
O=C(O)COc1ccccc1-c1ccccc1	-4	-2	0	23	-5	11	3	-8	-13	10	-9
COc1cccc(N2C(=O)C(CC(=O)Nc3ccccc3)N(C3CCCCC3)C2=O)c1 (stereo not drawn)	3	22	-3	2	10	-1	6	-8	5	10	-1
O=C(CCCn1c(=S)[nH]c2ccccc2c1=O)NC1CCCC1	23	0	0	22	-10	12	10	-4	-13	3	7
O=C(NNc1c(Cl)cccc1Cl)c1cccs1	-4	-12	0	5	9	-6	-14	-25	-16	12	2
CC(C)c1ccc(-c2cc(C(=O)N3N=C(C(F)F)CC3(O)C(F)F)c3ccccc3n2)cc1 (stereo not drawn)	-86	28	-1	-148	-1	-16	6	-11	2	-228	45
Cc1ccccc1Cn1nc(C)c(NC(=O)c2cc3nc(-c4ccco4)cc(C(F)(F)F)n3n2)c1C	-8	-18	·	6	11	5	10	-18	-5	-8	-13
COCCn1c(SCC(=O)NCc2ccc3c(c2)OCO3)nnc1C(C)C	-22	10	3	9	-4	0	-13	9	9	7	2
O=[N+]([O-])c1cccc(C(=Nc2cccc(Cl)c2)NO)c1	-9	27	-5	9	24	9	27	7	-2	3	-14
CCC[N+](CC#Cc1ccccc1)(CCC)CC(=O)OCC	17	11	1	-3	7	-8	6	16	-5	8	2
COc1ccc(NC(=O)c2sc(=O)n(Cc3ccccc3C#N)c2C)cc1OC	20	-11	·	-3	33	·	-8	-5	-6	-34	2
CC(C)CNS(=O)(=O)c1ccc(CCC(=O)NCc2ccco2)cc1	-3	10	-1	15	-6	-2	3	-6	1	11	-1

Structure	NR2E3 ag-1	TWEAK Fn14 block	NR2E3 ag-2	Peg3 promoter	Shn3 3UTR inh	TRPM1 prom inh	CF NFkB block	TROY signal inh	KKLEB tox	HIF-2a inh	C8 TRAIL sens
COc1ccc(C(=O)NCc2nnc(SCC(=O)Nc3nc4ccccc4s3)o2)cc1OC	-11	14	-6	9	12	-20	5	-8	3	-1	-5
Cn1c(-c2sccc2OCc2ccc(Cl)cc2Cl)n[nH]c1=S	2	-9	1	24	1	13	-38	15	8	21	-5
N#CC1=CC2CN(Cc3ccccc3)C1C1C(=O)N(c3ccccc3)C(=O)C21 (stereo not drawn)	-24	8	·	-5	13	-3	12	-5	-19	18	19
CCCCC1CC(CSC(=N)N)OC1=O (stereo not drawn)	-15	-8	-1	0	-30	-2	-11	19	11	10	9
CCOc1ccc(NC(=S)N2CCC(N(C)CC3CCCO3)CC2)cc1 (stereo not drawn)	-28	3	2	-2	-13	-3	-10	16	-1	12	0
CCN(c1ccccc1C)S(=O)(=O)c1nnc(NC(=O)c2ccco2)s1	0	1	12	11	10	-3	-4	-16	-1	14	-6
O=C(Nc1ccc(Br)c(Cl)c1)C1CC1	10	28	0	-24	12	5	-17	-11	0	-51	-7
O=C(NCCc1ccccc1)c1cccc(N2C(=O)C3CC=CCC3C2=O)c1 (stereo not drawn)	-18	19	-3	5	4	4	-1	-8	-2	13	-9
CCCn1c(SCC(=O)N2CCCC2)nc2c1c(=O)n(C)c(=O)n2C	0	17	3	13	-6	0	-6	-5	26	13	-7
COc1ccc(Br)cc1CN1CCN(C(=O)c2cccc(F)c2)CC1	-3	-8	-1	22	-7	-12	4	-13	0	4	-6
CC1(c2cccc(Br)c2)NC(=O)N(CC(=O)Nc2ccc(F)cc2)C1=O (stereo not drawn)	-13	5	7	15	14	2	-10	-15	-5	4	-5
O=C(CC1C(=O)NCCN1C(=S)Nc1ccccc1)Nc1ccc(F)cc1 (stereo not drawn)	9	5	-2	-9	-20	6	-8	16	6	-1	1

Structure	NR2E3 ag-1	TWEAK Fn14 block	NR2E3 ag-2	Peg3 promoter	Shn3 3UTR inh	TRPM1 prom inh	CF NFkB block	TROY signal inh	KKLEB tox	HIF-2a inh	C8 TRAIL sens
Cc1ccc(S(=O)(=O)N2CCN(C(=O)COC(=O)COc3cccc4c3OC(C)(C)C4)CC2)cc1	14	-13	1	9	-1	7	0	8	-1	4	-9
CN(C)c1ccnc(Oc2ccccc2)c1C#N	-5	-18	·	-7	-6	-16	3	-14	14	-30	-4
Cc1ccc(Cn2c(C(C)Nc3nc(-c4ccc(Cl)cc4)cs3)nc3cc(C(=O)NCCCO)ccc32)cc1 (stereo not drawn)	2	7	1	-11	61	6	-15	-7	-3	-47	1
COc1ccccc1/C=N/NC(=O)c1cccc(NC(=O)c2ccccc2Cl)c1	-4	-42	-1	2	-18	4	16	-41	-5	-15	1
CCOC(=O)c1c(S(=O)(=O)N(C)Cc2ccco2)c(C)n(C)c1C	3	1	2	5	-6	-6	7	-25	17	2	-26
CC(O)(c1ccccc1)c1nc(/C=C/c2ccccc2)cs1 (stereo not drawn)	-50	17	·	-108	-6	·	3	-40	-8	-133	8
Cc1ccc(O)c(N/C=C/C(=O)c2ccc(F)cc2)c1	-65	-1	0	-321	-11	-65	-22	-52	-2	-348	60*
Cn1cc(S(=O)(=O)CC(=O)Nc2ccc3c(c2)OCO3)c2ccccc21	13	-1	2	1	18	9	8	-21	-13	0	-7
O=C(CN1CCCc2ccccc21)NCc1ccc2c(c1)OCO2	-47	-4	2	-36	-19	5	9	-57	-10	-73	3
Cc1cc(C(=O)NC2CC(C)(C)Cc3c2cnn3-c2ccc(F)cc2)no1 (stereo not drawn)	-27	-5	-2	-45	4	-21	2	-41	8	-84	8
CCOC(=O)[C@]12CCC=C1N(Cc1ccco1)C(=O)[C@H](CC(=O)NCCc1ccccc1OC)C2	-8	11	·	·	·	·	·	4	·	4	-14
N#Cc1cnc2ncnn2c1-c1ccccc1	-29	4	1	0	8	13	-8	6	5	24	-5

# Exported with two lines to a compound: entries from further up.
# Below each compound: NR2E3 ag-1 | TWEAK Fn14 block | NR2E3 ag-2 | Peg3 promoter | Shn3 3UTR inh | TRPM1 prom inh | CF NFkB block | TROY signal inh | KKLEB tox | HIF-2a inh | C8 TRAIL sens
- COc1cccc(N2C(=O)C(CC(=O)Nc3ccccc3)N(C3CCCCC3)C2=O)c1 (stereo not drawn)
 : 3 | 22 | -3 | 2 | 10 | -1 | 6 | -8 | 5 | 10 | -1
- O=C(CCCn1c(=S)[nH]c2ccccc2c1=O)NC1CCCC1
 : 23 | 0 | 0 | 22 | -10 | 12 | 10 | -4 | -13 | 3 | 7
- O=C(NNc1c(Cl)cccc1Cl)c1cccs1
 : -4 | -12 | 0 | 5 | 9 | -6 | -14 | -25 | -16 | 12 | 2
- CC(C)c1ccc(-c2cc(C(=O)N3N=C(C(F)F)CC3(O)C(F)F)c3ccccc3n2)cc1 (stereo not drawn)
 : -86 | 28 | -1 | -148 | -1 | -16 | 6 | -11 | 2 | -228 | 45
- Cc1ccccc1Cn1nc(C)c(NC(=O)c2cc3nc(-c4ccco4)cc(C(F)(F)F)n3n2)c1C
 : -8 | -18 | · | 6 | 11 | 5 | 10 | -18 | -5 | -8 | -13
- COCCn1c(SCC(=O)NCc2ccc3c(c2)OCO3)nnc1C(C)C
 : -22 | 10 | 3 | 9 | -4 | 0 | -13 | 9 | 9 | 7 | 2
- O=[N+]([O-])c1cccc(C(=Nc2cccc(Cl)c2)NO)c1
 : -9 | 27 | -5 | 9 | 24 | 9 | 27 | 7 | -2 | 3 | -14
- CCC[N+](CC#Cc1ccccc1)(CCC)CC(=O)OCC
 : 17 | 11 | 1 | -3 | 7 | -8 | 6 | 16 | -5 | 8 | 2
- COc1ccc(NC(=O)c2sc(=O)n(Cc3ccccc3C#N)c2C)cc1OC
 : 20 | -11 | · | -3 | 33 | · | -8 | -5 | -6 | -34 | 2
- CC(C)CNS(=O)(=O)c1ccc(CCC(=O)NCc2ccco2)cc1
 : -3 | 10 | -1 | 15 | -6 | -2 | 3 | -6 | 1 | 11 | -1
- COc1ccc(C(=O)NCc2nnc(SCC(=O)Nc3nc4ccccc4s3)o2)cc1OC
 : -11 | 14 | -6 | 9 | 12 | -20 | 5 | -8 | 3 | -1 | -5

# Going on with the list.
Structure	NR2E3 ag-1	TWEAK Fn14 block	NR2E3 ag-2	Peg3 promoter	Shn3 3UTR inh	TRPM1 prom inh	CF NFkB block	TROY signal inh	KKLEB tox	HIF-2a inh	C8 TRAIL sens
O=C(O)CSC1=NC(=Nc2cccc(Cl)c2)C2(CCCCC2)N1c1ccccc1	-17	-3	-5	9	-4	4	-6	7	0	12	0
CCc1ccc(-c2cc(C)no2)cc1S(=O)(=O)NCCCN1CCN(c2ccccc2)CC1	40	29	0	31	57	18	14	35	-6	13	25
Cc1ccc(CNc2nc3ccccc3s2)s1	-119	80*	-4	-25	18	5	2	41	-42	13	78*
COc1ccc(NC(=O)c2cc(S(=O)(=O)N3CCOCC3)cn2C)c(OC)c1	-38	11	1	8	16	·	14	1	-19	-5	-14
CCn1nc(C(=O)NCC2COc3ccccc3O2)c2ccccc2c1=O (stereo not drawn)	29	-8	1	31	9	-4	22	-7	-3	12	-11
COc1ccc(OC)c(CN(CCCN2CCOCC2)C(=O)Nc2ccccc2)c1	-7	4	2	-1	2	-5	1	-40	-4	5	4
COc1cc(Cn2c3ccc(NC(=O)CC(C)C(F)(F)F)cc3c(=O)n2C)ccc1F (stereo not drawn)	10	-3	·	10	11	·	-2	-9	2	2	-16
O=C(Cc1ccccc1)NN=C1CCCC1	-27	-1	·	-3	-4	11	-8	-1	6	9	-5
Cc1ccsc1C(=O)N1CCCCCC1(C)C(=O)NCC(C)C (stereo not drawn)	23	-2	·	2	14	·	-8	-2	9	7	-7
c1cncc(-c2noc(-c3ccco3)n2)c1	-57	-15	0	-204	-71	-71	4	-68	4	-165	-1
CCCCOC(=O)C1=C(C)Nc2nnnn2C1c1ccccc1Cl (stereo not drawn)	7	15	-1	13	25	5	3	16	6	15	-19
Fc1ccc(F)c(C2=NNC(=NCC3CCCO3)SC2)c1 (stereo not drawn)	-43	-2	1	-107	-16	5	-14	-33	12	-142	-5

# Screening results: PubChem BioAssay, several laboratories

# These rows are one share of the data. The share of hits here may be higher or lower than overall.
